# KOR beta-arrestin-1: KOR antagonists, beta-arrestin recruitment, cell-based, luminescence, uHTS (AID 1778); KOR beta-arrestin recruitment, luminescence, antagonist mode; higher % means a stronger effect; one-dose inhibition, % at 10 µM; IC50 in µM for titrated hits; hit rate 0.091% among 290,000; in the data active = inhibition above about 50%; also: strong numbers were not always called active
# GPR35 arrestin U2OS: GPR35 antagonists blocking zaprinast-driven arrestin recruitment, primary screen, imaging, U2OS, beta-arrestin-GFP, zaprinast agonist (AID 2058). U2OS GPR35 beta-arrestin-GFP translocation imaging, zaprinast antagonism; higher % means a stronger effect. one-dose inhibition, % at 10 µM; IC50 in µM for titrated hits. hit rate 0.052% among 290,000;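 active = inhibition of at least 50% with at least 30 cells and total cytoplasm GFP at most 10,000,000; inconclusive = under 30 cells or total GFP of 10,000,000 plus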
# West Nile antiviral: West Nile virus antiviral activity, cell-based, CPE readout (AID 1621); West Nile virus-infected cells, CPE inhibition; higher % means a stronger effect; one-dose CPE inhibition, % at 10 µM; IC50 in µM for titrated hits; hit rate 0.02% among 290,000; in the data active = a potency from the dose series; inconclusive = CPE inhibition mostly from about 3.7% at the one dose, without a potency; inactive = the rest, 99 in 100 with CPE inhibition below about 2.2%; also: strong numbers were not always called active
# Salmonella PhoP GFP: PhoP-dependent GFP reporter repression – Salmonella Typhimurium, primary screen (AID 1863); hit rate 0.16% among 300,000; S. Typhimurium PhoP-regulated promoter GFP reporter, 4 h; higher % means a stronger effect; one-dose inhibition, % at 50 µM; IC50 in µM for titrated hits;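 active = inhibition over 29.93%, a cutoff 3 SD above the screen mean, later confirmed by dose response; inconclusive = inhibition over 29.93% but no dose response follow-up; inactive = inhibition at most 29.93% or unconfirmed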;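 also: 0% = low Mg2+ inducing control and 100% = high Mg2+ repressing control; strong numbers were not always called active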
# KOR beta-arrestin-2: kappa opioid receptor activators – cell-based, luminescence, uHTS, primary screen (AID 1777). KOR beta-arrestin recruitment, luminescence; higher % means a stronger effect. one-dose activation, % at 10 µM; EC50 in µM for titrated hits. hit rate 0.02% among 280,000; in the data active = activation above about 50%, passing the limit was not always enough; also: a part of the inactive calls stands beside numbers as strong as those of hits
# T cell modulator: T cell immune modulation candidate. hit rate 0.068% among 330,000. 2C CD8+ T cell-vesicle binding, flow cytometry; hits give low values. calls only at 7 µM;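 active = response, share of CD8 T cells binding vesicles, and their 90th percentile fluorescence all below set limits, cut at about 80% in these data, passing the limit was not always enough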
#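 incubation = binding step 1.5 h, 37 °C, antibody labelling 20 min, ice | test system = 2C mouse CD8+ T cells | read-out basis = percent CD8+ FL2 mean versus row control | controls = Peptide-free naked vesicles (low) and QL9 vesicles with 0.7% DMSO vehicle (high) | detection = flow cytometry of vesicle-bound cells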
# GPR55 antagonists: GPR55 antagonists blocking LPI-driven arrestin recruitment, primary screen, imaging, U2OS, beta-arrestin-GFP, LPI agonist (AID 2013) | U2OS GPR55 beta-arrestin-GFP translocation imaging, LPI antagonism; higher % means a stronger effect | one-dose inhibition, % at 10 µM; IC50 in µM for titrated hits | hit rate 0.13% among 290,000;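 active = spots per cell inhibited over 60%, with over 100 cells counted and total cytoplasm intensity under 500,000; inconclusive = wells with under 100 cells, flagged as likely toxic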;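 also: U2OS cells stably carrying GPR55 and arrestin-GFP stimulated by 5 µM LPI near EC80; imaged beta-arrestin-GFP aggregate spots per cell after agonist stimulation; plate controls were LPI-stimulated DMSO wells for no effect and DMSO wells without LPI for full effect; some results filed as inactive read as strong as hits; confirmed hits need IC50 under 10 µM and bright autofluorescent wells are also inconclusive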
# GPR55 activation: GPR55 agonists via beta-arrestin recruitment, primary screen, imaging, U2OS cells, beta-arrestin-GFP redistribution (AID 1961) | hit rate 0.048% among 290,000 | activation, % at 10 µM; hits with a dose series show EC50 in µM | U2OS GPR55 beta-arrestin-GFP redistribution imaging; higher % means a stronger effect;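 active = activation above 40% with more than 50 cells counted in the well; inconclusive = wells holding fewer than 50 cells, flagged as toxic or sparse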;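 also: U2OS osteosarcoma cells stably expressing GPR55 and beta-arrestin-GFP; plate controls were DMSO negative control for no effect and LPI positive control for full effect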
# NTR1 agonist: NTR1-driven beta-arrestin-GFP spot formation – imaging, U2OS cells, high content, primary screen (AID 493036); P30989; agonist mode; activation, % at 20 µM; hit rate 0.17% among 330,000;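 active = activation at or above 40% of the spot to cytoplasm intensity ratio, with at least 20 cells analyzed; inconclusive = wells under 20 cells, flagged as cytotoxic or low count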;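 also: 0% = DMSO without peptide and 100% = 100 nM NTR1 peptide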
# Target sequence (P30989 whole entry, looked up): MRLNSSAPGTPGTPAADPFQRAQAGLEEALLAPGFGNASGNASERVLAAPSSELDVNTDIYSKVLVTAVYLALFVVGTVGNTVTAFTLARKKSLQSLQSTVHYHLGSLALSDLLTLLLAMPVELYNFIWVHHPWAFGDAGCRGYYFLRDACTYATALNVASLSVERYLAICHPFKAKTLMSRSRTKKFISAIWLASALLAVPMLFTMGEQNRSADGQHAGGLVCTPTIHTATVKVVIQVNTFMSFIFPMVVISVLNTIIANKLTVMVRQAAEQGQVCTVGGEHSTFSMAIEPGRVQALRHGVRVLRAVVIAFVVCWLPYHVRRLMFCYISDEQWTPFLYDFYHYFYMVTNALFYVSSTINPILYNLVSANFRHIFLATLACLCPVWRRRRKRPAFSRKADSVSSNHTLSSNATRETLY
# T cell modulator vesicle-bound %: second read-out of T cell modulator, no call of its own (marks repeat the call); double positive events, %; measured here: CD8+ vesicle-bound cell fraction;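 binding gate set so that unloaded-vesicle control wells show 10% double positive cells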
# NTR1 agonist cell count 20 µM: second read-out of NTR1 agonist, no call of its own (marks repeat the call); cell count; measured here: cell count, cytotoxicity flag
# Active calls of the source: *; i = inactive; ? = inconclusive; . = not tested or not shown; [ ] = another dose, or the depositor's remark.
SMILES,KOR beta-arrestin-1,GPR35 arrestin U2OS,West Nile antiviral,Salmonella PhoP GFP,KOR beta-arrestin-2,T cell modulator,T cell modulator vesicle-bound %,GPR55 antagonists,GPR55 activation,NTR1 agonist,NTR1 agonist cell count 20 µM
O=C(CSc1ncn(-c2ccccc2)n1)c1cccs1,-14%,7%,0.1%,2%,5.2%,i,49,22%,-0.1%,-0.2,54
COc1cc(NS(=O)(=O)c2ccc3ccccc3c2)c2ncccc2c1,42%,-4%,3.2%,3%,-8.8%,i,20,7%,0.3%,1.9,56
CCOC(=O)CCNC(=O)CCNC(=O)C(c1ccccc1)c1ccccc1,21%,-17%,0.1%,-12%,.,i,33,0%,-0.3%,0.3,54
CCCCC(O)(CCCC)C(=O)NN(C(=O)OC)c1ccccc1,4%,0%,-0.4%,-8%,7.3%,i,6,5%,0.1%,1.1,59
CCOc1ccc(CC2c3cc(OCC)c(OCC)cc3CCN2C(=O)CN2CCN(C)CC2)cc1OCC (stereo unspecified),6%,2%,0.7%,-4%,6.5%,i,38,-3%,-0.1%,0.1,45
CCc1nn(C(C)C(=O)NCc2ccc(Cl)cc2)c(=O)c2cc3occc3n12 (stereo unspecified),23%,-15%,1.9%,-4%,-2.4%,i,7,21%,-0.1%,1.7,66
CCOC(=O)O[C@]1(C(=O)OCCl)CC[C@H]2[C@@H]3CCC4=CC(=O)C=C[C@]4(C)[C@H]3[C@@H](O)C[C@@]21C,.,.,0.0%,4%,.,i,23,.,.,1.0,59
O=C(Nc1cccc(Cl)c1N1CCOCC1)c1ccc2c(c1)OCCO2,21%,16%,-0.2%,-6%,-0.7%,i,24,21%,-0.3%,2.1,56
O=[N+]([O-])c1cc([N+](=O)[O-])c(Oc2cc(F)ccc2F)cc1NN1CCCCC1,-56%[20 µM],0%,0.7%,-5%,-2.1%,i,31,13%,-0.1%,7.4,94
O=C(Cc1ccccc1)Nn1c(-c2ccccc2)nc2ccccc2c1=O,-14%,-16%,-0.6%,-13%,5.6%,i,48,3%,-0.4%,-0.6,70
CC(/C=N/NC(=O)CCn1nnc2ccccc21)=C\c1ccccc1,31%,-13%,-0.6%,-8%,-3.9%,i,56,7%,0.2%,-0.5,72
COCCNC(=O)C1CC(=O)N(c2ccc(OC)cc2)C1c1ccc(OC)cc1 (stereo unspecified),-19%,0%,0.0%,-3%,2.2%,i,11,4%,0.1%,1.6,60
O=C(NCc1ccco1)/C(=C\c1ccc(F)cc1)NC(=O)c1ccco1,-19%,9%,0.4%,6%,4.4%,i,26,0%,-0.4%,1.7,42
COc1ccc(/C(O)=C2/C(=O)C(=O)N(CCN(C)C)C2c2ccc(F)cc2)cc1Cl (stereo unspecified),0%,16%,0.0%,-5%,3.3%,i,63,-1%,0.1%,-1.3,90
CC(=O)c1ccc(N=c2scc(C)n2C(C)C)cc1,-2%,-4%,-0.7%,0%,-2.9%,i,40,-8%,-0.4%,0.6,75
CCCSc1nnc2nc(C)cc(C)n12,26%,19%,-0.4%,1%,-4.0%,i,30,-6%,-0.1%,-0.5,68
COc1ccc(-c2csc(N3C(=O)C4C5c6ccccc6C(c6ccccc65)C4C3=O)n2)cc1 (stereo unspecified),20%,0%,0.6%,21%,-0.8%,i,5,-8%,0.5%,3.8,58
CCN1CCN(C(=S)c2ccc(O)cc2)CC1,-7%[20 µM],-12%,0.9%,9%,.,i,27,2%,0.2%,3.1,36
Cc1cc(C)n(-c2ccc(C(=O)Nc3cc(S(=O)(=O)N(C)C)ccc3Cl)cc2)n1,26%,-3%,-1.4%,-4%,-3.5%,i,43,10%,0.2%,2.7,41
COC(=O)c1cn(C(=O)c2ccccc2F)nc1N,40%,-7%,?,8%,-2.5%,i,30,4%,0.0%,-1.4,70
CCc1nnc(NC(=O)CSc2nc3cccnc3n2C2CCCCC2)s1,-12%,-3%,-0.1%,-8%,2.6%,i,29,-11%,-0.2%,5.1,52
NC(=O)CC(O)c1cccc(Cl)c1 (stereo unspecified),-25%,5%,.,-12%,.,i,33,-6%,-0.2%,0.0,75
C/C(=N\NC(=O)C(c1ccccc1)c1ccccc1)c1ccc(O)cc1,-27%[20 µM],5%,-1.2%,-2%,7.0%,i,60,9%,-0.2%,1.9,54
CCOC(=O)CSc1ncc(OC)c(Sc2ccc(Cl)cc2)n1,-11%,2%,1.1%,-9%,2.8%,i,42,-1%,0.0%,9.8,86
COc1ccc(N(CC(=O)N/N=C/c2ccc(C(=O)O)cc2)S(=O)(=O)c2ccc(NC(C)=O)cc2)cc1,-26%,-1%,0.5%,0%,4.5%,i,35,3%,0.4%,0.6,79

# Quoted from the listing.
# CCOC(=O)CSc1ncc(OC)c(Sc2ccc(Cl)cc2)n1 | West Nile antiviral = 1.1%
# CC(/C=N/NC(=O)CCn1nnc2ccccc21)=C\c1ccccc1 | GPR55 activation = 0.2%

# Next results follow:
SMILES,KOR beta-arrestin-1,GPR35 arrestin U2OS,West Nile antiviral,Salmonella PhoP GFP,KOR beta-arrestin-2,T cell modulator,T cell modulator vesicle-bound %,GPR55 antagonists,GPR55 activation,NTR1 agonist,NTR1 agonist cell count 20 µM
COc1ccc2c(c1)C(C1=C(O)CC(C)(C)CC1=O)C1=C(CC(C)(C)CC1=O)O2 (stereo unspecified),-4%,-12%,0.2%,-5%,-5.6%,i,52,0%,-0.1%,0.7,81
CCCCN(Cc1cc2ccccc2[nH]c1=O)S(C)(=O)=O,-19%,-9%,-1.0%,6%,-2.1%,i,48,-9%,-0.2%,0.8,51
CCCOc1ccc(-c2cn3ccccc3n2)cc1,-1%,-13%,-1.7%,-7%,-3.2%,i,28,0%,0.0%,0.3,46
COc1ccccc1-c1nc(NC(C)=O)n[nH]1,-51%,18%,0.0%,1%,4.4%,i,18,-4%,-0.1%,-1.6,27
Cc1cc(C(C)(C)C)cc(S(=O)(=O)Nc2ccc(O)c(C(=O)O)c2)c1C,-15%,6%,0.5%,1%,1.2%,i,23,4%,-0.1%,0.6,79
Cc1ccc(C)c(Cn2nnc3c(=O)[nH]c(C4CCN(S(=O)(=O)c5ccc(S(=O)(=O)N(C)C)cc5)CC4)nc32)c1,-6%,-8%,0.4%,5%,-5.1%,i,15,-8%,-0.2%,0.0,53
C/C(=N\OC(=O)NC(C)C)c1sc(-c2ccc(Cl)cc2)nc1C,-10%,15%,2.4%,3%,-1.2%,i,34,19%,-0.1%,4.1,72
COCCNCC(=O)Nc1ccc(OC(F)(F)F)cc1,3%,-18%,0.3%,6%,-1.1%,i,58,-4%,0.1%,1.9,49
Cc1cc(C)c(O)c(-c2n[nH]c3c2C(c2cccc(O)c2)N(Cc2ccco2)C3=O)c1 (stereo unspecified),-44%,13%,1.6%,14%,.,i,18,34%,1.2%,8.7,53
Cc1cc(C)c(S(=O)(=O)Nc2cccc3nsnc23)c(C)c1,38%,0%,.,14%,-4.6%,i,15,16%,-0.1%,2.2,44
CCc1nnc(N/N=C\c2ccc(OC(C)=O)c(OC)c2)n1N,32%,8%,2.1%,2%,3.1%,i,37,12%,-0.1%,0.0,93
CNC(=O)N(O)C1N(C)C(=O)N(Cc2ccccc2)C1(C)C (stereo unspecified),28%,-6%,-0.1%,-12%,-0.8%,i,41,1%,-0.1%,0.9,79
COC(=O)c1sc(N2CCCCC2)c(C#N)c1N,30%,-5%,0.2%,-4%,3.6%,i,41,7%,0.1%,3.1,36
COC(=O)CCCC[C@@H]1SC[C@@H](NC(=O)OC)[C@@H]1NC(=O)OC,-33%,-10%,0.0%,10%,-2.1%,i,14,3%,0.5%,-1.9,91
COc1cccc(C(=O)C2CCCN(Cc3cn(C)nc3-c3ccccc3)C2)c1 (stereo unspecified),-9%,-3%,-0.7%,10%,-1.4%,i,56,19%,0.1%,0.1,93
COc1cccc(CNCC2CCCO2)c1 (stereo unspecified),-21%[20 µM],3%,0.2%,-4%,-3.6%,i,33,5%,0.6%,0.0,49
Cc1cc(SCc2cccc(C(F)(F)F)c2)nc(=O)[nH]1,-14%,-5%,0.3%,8%,0.9%,i,47,-1%,0.2%,0.3,57
Cc1cc(S(=O)(=O)NC2CCCCC2)c(C)s1,-14%,8%,-0.4%,-2%,-1.8%,i,34,9%,-0.1%,-3.2,88
Cc1cc2c3c([nH]c2cc1S(=O)(=O)NCc1ccc(CN2CCCCCC2)o1)CC(C)(C)CC3=O,-46%,-3%,0.2%,-6%,20%,i,11,11%,0.2%,-0.3,48
O=C(Nc1ccc(Br)c(C(F)(F)F)c1)c1ccccc1,-3%,3%,?,-3%,3.9%,i,44,-2%,-0.3%,0.3,61
COc1cc(OC)cc(C(=O)Nc2cc(C)nn2-c2ccccc2)c1,-12%,12%,-0.4%,2%,-1.4%,i,4,0%,0.6%,0.9,51
CC(=O)Nc1cccc(NC(=O)c2ccc(COc3ccccc3)cc2)c1,-25%,17%,0.1%,.,4.1%,.,.,4%,0.7%,-2.4,36
COc1ccc(/C=C/C(=O)OCC(=O)Nc2ccc(S(N)(=O)=O)cc2)cc1OC,-13%,3%,0.2%,1%,1.5%,i,15,15%,0.0%,1.0,37
CN1CCc2c(OCc3ccc(F)cc3)cccc2C1=O,-29%,-16%,-1.3%,-4%,-1.6%,i,42,15%,0.2%,-1.0,63
CC(C)Nc1nc(Oc2ccc(Cl)cc2Cl)cc(C(F)(F)F)n1,-13%,33%,0.8%,-2%,3.0%,i,38,7%,0.5%,1.5,54
Cc1ccc(-c2nc3ccccc3c(=O)n2O)cc1,44%,-3%,0.4%,1%,10%,i,27,2%,-0.1%,-0.1,97
COc1ccc2[nH]cc(CCNS(=O)(=O)Cc3ccccc3)c2c1,-2%[20 µM],-3%,-0.6%,.,0.6%,i,29,-3%,-0.1%,7.7,81
CCOC(=O)c1c(C)[nH]c(C2=NNC(=Nc3ccc(OCC)cc3)SC2)c1C,-11%,-6%,-0.9%,10%,2.8%,i,34,15%,0.0%,.,.
CN(C)c1ccc(NC(=O)CN2C(=O)CC(c3ccccc3)=Nc3ccccc32)cc1,-5%,5%,0.0%,6%,-3.1%,i,50,6%,-0.1%,6.7,48

# High-throughput results (PubChem BioAssay)

# This is a random part of the collection; 0.62% or so of the library scored in one or more.
